Screening results as filed in PubChem.
TDP2 absorb: blocks human TDP2 phosphodiesterase activity; O95551; recombinant TDP2, T5PNP hydrolysis, p-nitrophenol absorbance 415 nm; inhibition, % at 12.8 µM; hit rate 0.34% among 370,000;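 active = inhibition above the mean of all tested compounds plus 3 SD, set per campaign, cut at about 25% in these data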;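 note: 0% = DMSO with enzyme and 100% = buffer with substrate but no TDP2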
Target sequence (O95551 whole entry, looked up): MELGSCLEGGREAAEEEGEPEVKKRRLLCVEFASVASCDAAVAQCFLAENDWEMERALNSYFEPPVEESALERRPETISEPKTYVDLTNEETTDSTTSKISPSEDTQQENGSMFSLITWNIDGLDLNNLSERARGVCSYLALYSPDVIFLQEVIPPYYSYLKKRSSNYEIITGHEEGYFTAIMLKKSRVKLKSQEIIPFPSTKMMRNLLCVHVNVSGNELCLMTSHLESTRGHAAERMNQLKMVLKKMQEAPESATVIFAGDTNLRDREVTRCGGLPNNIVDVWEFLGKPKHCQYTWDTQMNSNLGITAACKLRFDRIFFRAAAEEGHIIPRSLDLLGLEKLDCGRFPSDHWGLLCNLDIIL
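Incubation: 2 h at 37 °C; Test system: recombinant human TDP2; Quantity: enzyme 120 nM; Read-out basis: percent inhibition; Medium: 50 mM Tris-HCl pH 7.5 with Mg2+, KCl, DTT, BSA; Repeats: single replicate; Compound: 12.8 µM single point, 1% DMSO; Signal: epi absorbance; Reagent: 5 mM T5PNP chromogenic substrate; Benchmarks: no-enzyme high, DMSO-plus-enzyme low.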
ABHD4 inh: inhibits mouse alpha/beta hydrolase domain 4 | Q8VD66 | purified mABHD4, FP-Rh probe fluorescence polarization | inhibition, % at 8.92 µM | hit rate 0.54% among 370,000 | AID 720543;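 active = inhibition exceeding the mean over every tested compound plus 3 SD, cut at about 30% in these data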;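 note: 0% = plate median of compound wells and 100% = S159A mutant with DMSO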
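Test system: mABHD4 protein; Read-out basis: % inhibition; Incubation: 45 min + 60 min at 25 °C; Repeats: single replicate; Technique: fluorescence polarization with parallel and perpendicular emission, 525/598 nm; Compound: 8.92 µM, single dose; Benchmarks: full inhibition S159A mutant plus DMSO, zero as sample-well median.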
SIAE primary: blocks human sialic acid acetylesterase. inhibition, % at 9.66 µM. hit rate 0.69% among 370,000. SIAE FP-Rh probe binding, fluorescence polarization. AID 1053197. Q9HAT2;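 active = inhibition above a cutoff: mean of compounds within the control limits plus 3 SD of those, cut at about 17% in these data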;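 note: 0% = plate median of compound wells and 100% = probe without SIAE protein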
Target sequence (Q9HAT2 whole entry, looked up): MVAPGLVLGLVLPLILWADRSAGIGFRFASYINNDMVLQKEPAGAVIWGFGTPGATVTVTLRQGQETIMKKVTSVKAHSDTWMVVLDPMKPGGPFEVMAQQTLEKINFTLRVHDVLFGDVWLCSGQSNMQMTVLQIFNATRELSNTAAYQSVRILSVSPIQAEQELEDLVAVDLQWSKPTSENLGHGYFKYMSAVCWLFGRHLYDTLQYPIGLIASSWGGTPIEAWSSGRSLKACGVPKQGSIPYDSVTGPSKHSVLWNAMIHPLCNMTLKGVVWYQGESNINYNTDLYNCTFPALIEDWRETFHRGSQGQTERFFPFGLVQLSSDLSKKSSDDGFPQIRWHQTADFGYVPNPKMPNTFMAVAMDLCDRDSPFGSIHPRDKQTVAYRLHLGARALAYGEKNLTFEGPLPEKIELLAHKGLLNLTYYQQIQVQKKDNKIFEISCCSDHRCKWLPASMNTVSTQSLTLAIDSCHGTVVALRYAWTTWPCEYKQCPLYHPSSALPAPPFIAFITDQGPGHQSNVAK
PRMT1 inh: PRMT1 (human) inhibition, primary screen | Q99873 | recombinant PRMT1, activity-based probe fluorescence polarization | inhibition, % at 2.79 µM | hit rate 1.3% among 370,000;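 active = inhibition above about 21% made by adding two undisclosed values, limit read from the data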
PG9 binder: small molecules binding HIV-1 gp120 antibody PG9; TR-FRET gp120-PG9 antibody binding; inhibition, % at 6.7 µM; hit rate 0.43% among 360,000; AID 624416; in the data active = inhibition above about 8.5%
TCR CD3 inh: human TCR-CD3 binding inhibition. inhibition, % at 9.4 µM. TAMRA-labeled TCR probe fluorescence, biochemical. hit rate 0.37% among 360,000. AID 651800; in the data active = inhibition above about 19%;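 note: recombinant mutant TCR 2C K166C tagged with TAMRA read by polarization; 0% = receptor in buffer alone and 100% = receptor with positive control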
DDE Tn7 FP inh: DD(E)-Tn7 binding inhibition, primary FP screen; P02675; inhibition, % at 8.3 µM; FP displacement of FITC-Tn7 peptide from fibrin DD(E); 0% = median of compound wells per plate; hit rate 0.13% among 370,000;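 active = inhibition above the mean of compounds falling within the control limits plus 3 SD of them, cut at about 14% in these data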;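 note: 0% = plate median of compound wells and 100% = 10 µM Aha-Tn7 peptide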
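Assay system: Human clot-derived fibrin DD(E) complex | Buffer or medium: Tris/NaCl/CaCl2 buffer, pH 7.8 | Repeats: One replicate per compound | Benchmarks: Aha-Tn7 high control | Measure: % inhibition scaled between sample-field median and high-control FP | Schedule: 10 min plus 3 h, room temperature | Signal: Fluorescence polarization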
LEDGF integ inh: blocks HIV-1 LEDGF/p75-dependent DNA integration; inhibition, % at 3.7 µM; AID 743269; TR-FRET IN-LEDGF/p75 DNA integration, Eu/Cy5; hit rate 0.64% among 370,000;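 active = inhibition above the screen-wide mean plus 3 SD, cut at about 13% in these data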;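 note: signal is the Cy5 over europium emission ratio at 671 and 618 nm; 0% = plate median of compound wells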
HTRA1 inh: blocks human HTRA1 serine peptidase | Q92743 | recombinant HTRA1, FP-rhodamine activity-based probe, fluorescence polarization | inhibition, % at 5.96 µM | hit rate 0.5% among 340,000; in the data active = inhibition above about 36%;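 note: 0% = enzyme with DMSO and 100% = wells lacking enzyme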
UHRF1 binding: blocks human UHRF1 binding to methylated DNA; inhibition, % at 4.4 µM; UHRF1 binding to methylated oligo, TR-FRET; Q96T88; AID 687016; hit rate 0.75% among 370,000; in the data active = inhibition above about 21%;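 note: UHRF1 SRA domain binding a hemimethylated CpG hairpin DNA probe; 0% = median of test compound wells and 100% = reference inhibitor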
Starred values were filed as active, the others as inactive; . = no result given. An unsorted share of the library. About 4.2% of those tested had a hit in this group.

1. O=C(Nc1nc(-c2nc3ccccc3s2)cs1)c1ccc(S(=O)(=O)N2CCOCC2)cc1
2. COC(=O)CN1C(=O)COc2ccc(S(=O)(=O)NCc3ccc(Cl)cc3)cc21
3. CCN1CCN(CC(=O)Nc2cc(S(=O)(=O)N3CCCCC3)ccc2Cl)CC1
4. CC(=O)c1nnn(-c2ccc([N+](=O)[O-])cc2)c1C
5. CC1(C)CC2CC(C)(CN2S(=O)(=O)c2ccccc2[N+](=O)[O-])C1 (centres undefined)
6. CCOC(=O)/C(C#N)=C/N=c1ccc(C)cn1C
7. O[C@H]1C[C@H](c2ccccc2)N(CC2CCCCC2)C[C@@H]1n1cc(C2CC2)nn1
8. CC(C)Cc1nnc(NC(=O)c2cc3c(s2)CCC3)s1
9. O=C(OC1CCOC1=O)C1CCN(S(=O)(=O)c2ccccc2)CC1 (centres undefined)
10. Cc1ccc(S(=O)(=O)N2CCC(C(=O)NCCCOC(C)C)CC2)cc1
Assay by compound,1,2,3,4,5,6,7,8,9,10
TDP2 absorb,-14,-4,7,-13,-6,-7,-14,-11,1,-14
ABHD4 inh,-4,0,20,3,3,1,-24,-2,14,-2
SIAE primary,-16,0,4,-13,-4,0,-2,0,-9,-5
PRMT1 inh,-1,5,2,0,0,0,-6,-2,6,-2
PG9 binder,-0.7,-2.9,0.3,0.1,-2.2,0.3,0.0,1.4,0.9,0.5
TCR CD3 inh,-2,7,-1,1,1,-2,6,-2,-10,1
DDE Tn7 FP inh,0,1,-8,2,-7,0,-11,1,-4,5
LEDGF integ inh,3,-2,-1,-2,4,1,2,1,-4,-1
HTRA1 inh,-1,13,5,7,-11,2,-53,-1,1,6
UHRF1 binding,0,-2,2,0,-1,3,2,2,6,0

11. CS(=O)(=O)N1N=C(c2ccco2)CC1c1ccccc1 (centres undefined)
12. CCCCCNC(=O)c1[nH]c(C(F)(F)F)nc1-c1ccccc1
13. COc1ccc(S(=O)(=O)NC2CC3CCC2C3)cc1 (centres undefined)
14. COc1ccc(S(=O)(=O)N2CCN(C(=O)C3CC3)CC2)cc1Br
15. Cc1[nH]c(=S)[nH]c(=O)c1Cc1c(O)ccc2ccccc12
16. CC(=O)CSc1nnc(-c2ccc(S(=O)(=O)N3CCCC3)cc2)n1C
17. COc1ccc(Cn2c(C)ccc2C)cc1
18. COc1ccc(CCNC(=O)CSC2=NS(=O)(=O)c3ccccc3N2)cc1OC
19. Cn1c(N=Nc2ccc(N3CCOCC3)cc2)[n+](C)c2ccccc21
20. O=C1Cc2ccccc2C(=O)N1OCc1ccc(Cl)cc1
Assay by compound,11,12,13,14,15,16,17,18,19,20
TDP2 absorb,-2,3,14,-3,4,-3,11,-12,-13,-1
ABHD4 inh,-2,-6,-1,0,5,-3,7,-2,-10,1
SIAE primary,-2,5,4,-3,4,1,1,-2,-11,5
PRMT1 inh,-1,1,3,-2,6,3,-2,7,-3,3
PG9 binder,0.1,-0.3,-0.6,1.3,-1.7,1.5,-1.6,1.7,-67,-3.7
TCR CD3 inh,-1,2,1,0,6,-3,-4,-1,-9,-2
DDE Tn7 FP inh,2,0,-2,6,1,2,2,3,-6,-5
LEDGF integ inh,0,-7,-3,-3,3,0,2,-1,1,-2
HTRA1 inh,-1,.,0,3,-5,4,4,4,7,-15
UHRF1 binding,-2,-1,2,-6,-1,0,-3,4,19,-5

21. COc1ccc(CC(=O)NC(C)CCc2ccccc2)cc1OC (centres undefined)
22. COc1cccc(C(=O)NC2CCN(CC(=O)Nc3ccccc3Cl)CC2)c1
23. N#CC1=C(N)Oc2n[nH]c(-c3cccs3)c2C1C1CCCCC1 (centres undefined)
24. Cc1cc(C(=O)NC2CCCc3c2cnn3-c2ccc(C(C)(C)C)cc2)nn1C (centres undefined)
25. CSc1cccc(N2CC(C(=O)N3CCN(S(=O)(=O)c4ccccc4Cl)CC3)CC2=O)c1 (centres undefined)
26. Cc1cccc(/C=N/n2c(C)cc(C)c(C#N)c2=O)c1
27. CC(=O)NC(CC(=O)N1CCCC1)c1ccccc1 (centres undefined)
28. O=c1[nH]c2cc3c(cc2cc1CN(Cc1cccnc1)C(=S)NCc1ccco1)OCO3
29. COCCCNC(=O)C1CCN(c2ncccn2)CC1
30. C/C(=N\Nc1nc(C)cc(-c2ccccc2)n1)c1ccc(O)cc1
Assay by compound,21,22,23,24,25,26,27,28,29,30
TDP2 absorb,-3,7,5,-9,-6,4,6,6,1,6
ABHD4 inh,0,-9,-17,2,-4,-2,-1,0,-1,3
SIAE primary,-5,5,-1,-3,1,-3,-1,2,-5,3
PRMT1 inh,3,-1,0,-4,4,3,3,1,1,1
PG9 binder,2.1,1.5,0.7,-1.2,1.3,0.2,0.2,-0.5,1.0,-2.4
TCR CD3 inh,-5,2,-2,-3,-3,-2,-2,-4,-1,3
DDE Tn7 FP inh,3,0,-1,-7,2,0,5,-4,5,-1
LEDGF integ inh,-3,1,2,4,-3,0,1,2,-4,1
HTRA1 inh,-3,-6,-50,-8,-7,-1,0,3,-3,-10
UHRF1 binding,1,-3,-4,-1,3,0,1,2,0,-2

A second format for 2 compounds above.
cpd | canonical_smiles | TDP2 absorb | ABHD4 inh | SIAE primary | PRMT1 inh | PG9 binder | TCR CD3 inh | DDE Tn7 FP inh | LEDGF integ inh | HTRA1 inh | UHRF1 binding
9 | O=C(OC1CCOC1=O)C1CCN(S(=O)(=O)c2ccccc2)CC1 (centres undefined) | 1 | 14 | -9 | 6 | 0.9 | -10 | -4 | -4 | 1 | 6
17 | COc1ccc(Cn2c(C)ccc2C)cc1 | 11 | 7 | 1 | -2 | -1.6 | -4 | 2 | 2 | 4 | -3

The list continues.
31. O=C(CSc1ccccc1Cl)N1CCOCC1
32. COC(=O)c1ccc(NC(=O)Cn2nc(C)c3ccccc3c2=O)cc1
33. Cc1cc([N+](=O)[O-])ccc1NC(=O)/C=C/c1cccs1
34. CCCCC(C)Sc1nc2c([nH]1)c(=S)n(C)c(=O)n2C (centres undefined)
35. CCC(=O)OCC(=O)Nc1cc([N+](=O)[O-])ccc1OC
36. COc1ccc(CCNS(=O)(=O)c2ccc3c(c2)NC(=O)C(C)S3)cc1OC (centres undefined)
37. COc1ccc(OC)c(CNC(=O)CCSCc2ccc(F)cc2Cl)c1
38. CCCCOC(=O)c1cccc(NC(=O)CC)c1
39. Cc1ccccc1NC(=O)CN1C(=O)NC2(CCCCC2)C1=O
40. O=C1c2ccsc2SCCN1Cc1ccc(Cl)cc1Cl
Assay by compound,31,32,33,34,35,36,37,38,39,40
TDP2 absorb,9,11,1,10,-5,-19,4,-12,2,3
ABHD4 inh,-5,-2,-5,11,0,3,-6,4,0,4
SIAE primary,1,-2,1,1,0,-3,-3,-4,-3,3
PRMT1 inh,0,2,1,1,-2,3,4,-2,-2,0
PG9 binder,0.0,1.1,-1.8,-1.0,-1.0,-0.3,-1.3,-1.9,-3.1,-1.3
TCR CD3 inh,7,-2,6,-6,4,3,-7,2,3,1
DDE Tn7 FP inh,7,3,1,-6,-8,1,10,-2,-2,-5
LEDGF integ inh,-3,-3,-1,13,0,-4,-3,0,-3,2
HTRA1 inh,0,3,-16,-6,5,-2,-15,0,7,-9
UHRF1 binding,-2,4,-2,-10,-1,2,-1,3,1,-3

7 structures out of the list, arranged by count of non-hydrogen atoms, high to low:
36. COc1ccc(CCNS(=O)(=O)c2ccc3c(c2)NC(=O)C(C)S3)cc1OC (centres undefined)
32. COC(=O)c1ccc(NC(=O)Cn2nc(C)c3ccccc3c2=O)cc1
30. C/C(=N\Nc1nc(C)cc(-c2ccccc2)n1)c1ccc(O)cc1
39. Cc1ccccc1NC(=O)CN1C(=O)NC2(CCCCC2)C1=O
34. CCCCC(C)Sc1nc2c([nH]1)c(=S)n(C)c(=O)n2C (centres undefined)
38. CCCCOC(=O)c1cccc(NC(=O)CC)c1
31. O=C(CSc1ccccc1Cl)N1CCOCC1
Assay by compound,36,32,30,39,34,38,31
TDP2 absorb,-19,11,6,2,10,-12,9
ABHD4 inh,3,-2,3,0,11,4,-5
SIAE primary,-3,-2,3,-3,1,-4,1
PRMT1 inh,3,2,1,-2,1,-2,0
PG9 binder,-0.3,1.1,-2.4,-3.1,-1.0,-1.9,0.0
TCR CD3 inh,3,-2,3,3,-6,2,7
DDE Tn7 FP inh,1,3,-1,-2,-6,-2,7
LEDGF integ inh,-4,-3,1,-3,13,0,-3
HTRA1 inh,-2,3,-10,7,-6,0,0
UHRF1 binding,2,4,-2,1,-10,3,-2

Other compounds
41. Cc1ccc(Cl)cc1-c1cc(C(=O)NCc2cc(C(F)(F)F)cc(C(F)(F)F)c2)[nH]n1
42. CN(c1ccccc1)S(=O)(=O)c1cccc(C(=O)N2CCN(c3ccccn3)CC2)c1
43. Cn1nc(C(=O)OCC(=O)NCc2ccc(Cl)cc2Cl)c2ccccc2c1=O
44. CC1(O)N(CCC(=O)Nc2cccc(F)c2)C(=O)OC12CCCCC2 (centres undefined)
45. O=C1Cn2nnc(-c3ccccc3)c2C2c3ccccc3CCN12 (centres undefined)
46. c1ccc(-n2cnc3ccccc32)nc1
47. C=CCSc1nnc(-c2cc3c(s2)-c2ccccc2CC3)o1
48. COC(=O)Cn1c(=NC(=O)CSC(C)=O)sc2ccccc21
49. Cc1cc(=O)oc(C)c1C(=O)NCc1cccnc1
50. O=C(c1cc(C2CC2)nn1-c1ccccc1)N1CCN(S(=O)(=O)c2cccc(F)c2)CC1
51. CCc1cccc(C)c1NC(=O)CCCN1C(=O)NC(C)(C)C1=O
Assay by compound,41,42,43,44,45,46,47,48,49,50,51
TDP2 absorb,-1,6,3,8,0,-31,0,9,-3,-11,4
ABHD4 inh,-42,-18,-3,5,0,-12,0,6,2,-6,1
SIAE primary,-15,-5,-2,10,2,6,-3,11,-1,-9,-1
PRMT1 inh,-2,6,0,-2,0,-3,-1,4,0,-5,2
PG9 binder,-0.8,3.3,1.3,-0.7,-2.1,0.9,-0.1,-0.6,-0.5,2.0,1.8
TCR CD3 inh,-3,-1,8,0,-6,-10,6,-1,-3,2,-5
DDE Tn7 FP inh,-8,2,10,9,1,-1,2,2,7,5,3
LEDGF integ inh,2,1,0,1,2,6,2,1,-4,5,-2
HTRA1 inh,.,-2,1,-3,.,-3,-31,-1,0,-3,9
UHRF1 binding,-1,5,4,0,5,4,0,0,2,18,0
